C2C12 statin – protects C2C12 myotubes from simvastatin toxicity; ATP luminescence, 48 h; scaled: DMSO 0, geranylgeraniol control 100; rescue of ATP level, % at 7.49 µM; 330,000 compounds, 0.78% hits; AID 602340;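 active = mean ATP rescue above about 67%, or every replicate alone reaching that limit, limit read from the data, passing the limit was not always enough; inconclusive = no clear call, values can overlap the other calls; inactive = mean under the limit and some replicate under it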;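 also: myotubes were challenged with 10 µM simvastatin during compound exposure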
S100A4 inh HTS – blocks human S100A4 binding to myosin IIA peptide | P26447 | S100A4/TAMRA-MyoIIA peptide fluorescence polarization | inhibition, % at 10.7 µM | 360,000 compounds, 0.14% hits | AID 652163;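 active = mean inhibition of at least 70% across replicates, with every replicate also reaching that level; inconclusive = mean inhibition reaches 70% but some replicates fall short; inactive = mean inhibition below 70%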
Target sequence (P26447 whole entry, looked up): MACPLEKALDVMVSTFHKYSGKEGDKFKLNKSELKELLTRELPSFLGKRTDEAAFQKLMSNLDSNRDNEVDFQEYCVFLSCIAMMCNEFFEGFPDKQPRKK
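Material: S100A4 monomer (human). Medium: Calcium-containing HEPES buffer, pH 7.2. Probe or stimulus: labelled myosin peptide probe, 5 nM. Compound dosing: one concentration per compound. Timing: polarization read 5 min after assay mix addition, stable 5–60 min. Benchmarks: DMSO as neutral control, TFP as positive control.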
E-sel inducer – induces E-selectin expression in human endothelial cells; P16581; activation, % at 7.58 µM; 260,000 compounds, 0.37% hits; HUVEC E-selectin immunofluorescence imaging; normalized: neutral wells 0, TNF-alpha wells 100;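 active = mean E-selectin-positive cell signal at least 10% of the positive control, reached in at least 60% of replicates, without over 20% cell loss; inconclusive = no rule given, readout overlaps actives, possibly toxicity-flagged; inactive = the rest, including those meeting only one limit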;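 also: in these data hits start at about 27%; measured in HUVEC primary endothelial cells; signal is the percent of cells scored E-selectin positive by PE staining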
Target sequence (P16581 whole entry, looked up): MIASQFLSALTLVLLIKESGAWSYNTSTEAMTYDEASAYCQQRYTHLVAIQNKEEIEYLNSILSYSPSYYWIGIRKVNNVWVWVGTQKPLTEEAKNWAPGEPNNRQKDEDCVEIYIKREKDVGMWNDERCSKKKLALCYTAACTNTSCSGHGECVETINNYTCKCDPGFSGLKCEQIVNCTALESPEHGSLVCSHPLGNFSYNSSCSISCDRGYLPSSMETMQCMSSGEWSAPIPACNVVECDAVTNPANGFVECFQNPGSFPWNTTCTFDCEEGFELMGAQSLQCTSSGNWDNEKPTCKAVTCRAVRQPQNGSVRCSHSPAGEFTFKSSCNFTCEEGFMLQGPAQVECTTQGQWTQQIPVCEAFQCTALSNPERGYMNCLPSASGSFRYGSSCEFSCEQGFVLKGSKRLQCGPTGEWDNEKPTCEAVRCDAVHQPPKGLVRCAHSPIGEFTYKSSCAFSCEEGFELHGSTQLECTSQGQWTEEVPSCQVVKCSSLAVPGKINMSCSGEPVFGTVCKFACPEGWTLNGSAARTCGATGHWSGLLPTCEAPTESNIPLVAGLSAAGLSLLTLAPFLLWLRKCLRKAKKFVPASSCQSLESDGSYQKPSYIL
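Test system – human umbilical vein endothelial cells (HUVEC), E-selectin induction · Input – 3,000 HUVEC seeded per well · Buffer or medium – EGM-2, gelatin · Compound dosing – single-point compound dose · Detection – immunofluorescence imaging · Measure – percent E-selectin-positive cells · Controls – TNF-alpha high, DMSO low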
PglD inh – blocks C. jejuni PglD acetyltransferase activity; inhibition, % at 12.5 µM; 360,000 compounds, 0.098% hits; purified PglD enzyme, DTNB colorimetric CoA detection; in the data active = inhibition above about 16%, passing the limit was not always enough; inconclusive = no clear call, values can overlap the other calls; also: strong numbers were not always called active
SIRT5 inh – blocks human SIRT5 desuccinylation of peptide | Q9NXA8 | Purified SirT5, succinyl-peptide AMC, trypsin-coupled fluorescence | inhibition, % at 15 µM | 330,000 compounds, 1.1% hits | AID 652115; in the data active = inhibition above about 15%; inconclusive = no clear call, values can overlap the other calls
Target sequence (Q9NXA8 whole entry, looked up): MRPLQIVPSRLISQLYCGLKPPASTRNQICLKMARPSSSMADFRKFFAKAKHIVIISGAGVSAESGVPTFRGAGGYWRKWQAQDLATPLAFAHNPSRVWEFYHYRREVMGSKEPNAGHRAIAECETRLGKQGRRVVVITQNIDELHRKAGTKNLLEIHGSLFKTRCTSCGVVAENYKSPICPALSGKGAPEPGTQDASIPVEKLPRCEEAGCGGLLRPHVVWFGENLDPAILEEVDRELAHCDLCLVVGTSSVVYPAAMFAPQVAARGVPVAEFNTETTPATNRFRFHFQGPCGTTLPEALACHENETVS
ERp5 block – ERp5 (human) disulfide isomerase inhibition. Q15084. ERp5 insulin aggregation, absorbance 650 nm, 90 min. 350,000 compounds, 0.05% hits. inhibition, % at 9.99 µM;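 active = mean replicate inhibition above about 25%, with every replicate also reaching it, limit read from the data, passing the limit was not always enough; inconclusive = only one of those two criteria met; inactive = neither criterion met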
DENV2 CPE rescue – DENV2-induced cell death inhibition | DENV2-infected cells, cytopathic effect rescue, plate reader | CPE inhibition, % at 9.99 µM | 350,000 compounds, 1.7% hits | AID 651640; in the data active = CPE inhibition above about 20%, passing the limit was not always enough; inconclusive = no clear call, values can overlap the other calls; tested in BHK-21 cells;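 also: 0% = median of neutral control wells and 100% = median of positive control wells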
Active calls of the source: *; u = inconclusive; x = no result given. The list is partial; the hit share may differ from the screen's.

The first 4 compounds, ahead of the listing:
SMILES	C2C12 statin	S100A4 inh HTS	E-sel inducer	PglD inh	SIRT5 inh	ERp5 block	DENV2 CPE rescue
CCOC(=O)/C=C1/SCC(=O)N1CC(=O)Nc1ccc2c(c1)CCC2	0	0	-1.3	-3	x	3	-6
O=[N+]([O-])c1ccc2c(c1)nc1n2CCN(CC2CCCO2)C1 (configuration not stated)	17	-5	3.8	0	-4	3	x
CN(C)CC(=O)N1CC2(C1)[C@H](c1ccccc1)[C@H](CO)N2C(=O)C1CC1	x	60	0.0	x	-2	-14	24*
COC(=O)[C@H]1[C@H](CO)[C@H]2Cn3c(ccc(-c4ccncc4)c3=O)[C@H]2N1Cc1cccc(F)c1	32	-3	-1.6	1	6	0	-5

The list itself (from the top)
SMILES	C2C12 statin	S100A4 inh HTS	E-sel inducer	PglD inh	SIRT5 inh	ERp5 block	DENV2 CPE rescue
CCOC(=O)/C=C1/SCC(=O)N1CC(=O)Nc1ccc2c(c1)CCC2	0	0	-1.3	-3	x	3	-6
O=[N+]([O-])c1ccc2c(c1)nc1n2CCN(CC2CCCO2)C1 (configuration not stated)	17	-5	3.8	0	-4	3	x
CN(C)CC(=O)N1CC2(C1)[C@H](c1ccccc1)[C@H](CO)N2C(=O)C1CC1	x	60	0.0	x	-2	-14	24*
COC(=O)[C@H]1[C@H](CO)[C@H]2Cn3c(ccc(-c4ccncc4)c3=O)[C@H]2N1Cc1cccc(F)c1	32	-3	-1.6	1	6	0	-5
CO[C@@H]1CN(C)C(=O)c2cc(NC(=O)C3CC3)ccc2OC[C@H](C)N(C(=O)c2cnccn2)C[C@H]1C	-3	4	-0.1	-4	2	-2	-3
COc1cc2sc(C)nc2cc1C	x	-3	x	x	-1	-4	3
C[C@@H]1CN([C@@H](C)CO)C(=O)Cc2cc(N(C)C)ccc2O[C@@H]1CN(C)C(=O)Nc1ccc(C(F)(F)F)cc1	34	-6	0.1	-2	-4	-2	6
COC(=O)c1cc2ccsc2n1Cc1cc(=O)n2ccccc2n1	4	4	x	-3	2	2	-4
CCNC(=O)C[C@H]1CC[C@@H]2[C@H](COC[C@@H](O)CN2C(=O)c2cccnc2)O1	9	-41	0.1	-3	-2	6	-4
C[C@H]1CN([C@@H](C)CO)S(=O)(=O)c2ccc(-c3cccc(C#N)c3)cc2O[C@@H]1CN(C)C(=O)c1ccccc1	19	-26	-0.4	3	-6	0	-2
CCCNC(=O)N1CC2(CCN(C(=O)Nc3cccc(F)c3)CC2)c2c(n(C)c3cc(OC)ccc23)[C@@H]1CO	x	-4	0.0	x	0	-2	4
CC1CCCN(S(=O)(=O)c2ccc(NC(=O)CN3C(=O)NC(C)(c4ccccc4)C3=O)cc2)C1 (configuration not stated)	1	2	0.1	-1	-2	5	3
C=CCOc1nc(-c2ccccc2Cl)nc2ccccc12	x	1	x	x	-3	-7	13
COc1cc2c(cc1OC)C(C)N(CCN1C(=O)c3ccccc3C1=O)CC2 (configuration not stated)	x	0	0.0	x	-4	0	0
Cc1ccc(S(=O)(=O)N(C)C[C@@H]2Oc3ccc(NS(=O)(=O)c4c(C)noc4C)cc3C(=O)N([C@H](C)CO)C[C@@H]2C)cc1	-35	-28	-0.4	0	1	0	-4
O=C(CCSc1nnc(-c2ccc(O)cc2)o1)N1CCOCC1	x	0	x	x	x	-4	2
Cc1ccc(S(=O)(=O)/N=C(/Nc2ccc3[nH]c(=O)[nH]c3c2)c2ccccc2)cc1	2	0	x	-1	0	5	1
OCC1(Cc2ccccc2)CCCN(C2CCCC2)C1 (configuration not stated)	x	1	6.0	x	3	-1	1
COc1ccc(Nc2nc(N3CCOCC3)nc(N3CCOCC3)n2)cc1Cl	-29	-42	x	1	-2	4	5
CC(=O)n1c(-c2ccccc2)c(CO)c2ccccc21	5	-8	0.2	-3	x	0	5
O=C1C(=Cc2cccs2)Oc2ccccc21	-4	-4	0.4	-1	x	-12	5
CCc1nc2c(OCc3ccc(F)c(F)c3)cccn2c1N(C)C(=O)C(C)C	-6	-5	x	-4	-3	1	8
CN(C)CC(=O)N[C@H]1CC[C@H](CCn2cc(C3CCCC3)nn2)O[C@H]1CO	2	4	0.0	-44	3	-4	0
COc1ccc(N(C(=O)C(C)C)S(=O)(=O)c2cccc([N+](=O)[O-])c2)cc1	8	6	x	-9	-6	-10	-2
COc1ccc2c(c1)CCCC21SC(NC(C)=O)=NN1C(C)=O (configuration not stated)	x	4	4.1	x	-5	1	-2
Cc1cc(Br)c(NC(=O)COC(=O)C2CCCCC2)c(Br)c1	3	-11	x	2	1	-5	-10
O=[N+]([O-])c1ccc(-n2cc(-c3ccccc3)nn2)cc1	14	-4	x	5	-2	2	u
CCOC(=O)[C@]12CCCC=C1N(Cc1cccc3ccccc13)C(=O)[C@H](CC(=O)NCCCCc1ccccc1)C2	x	-3	x	x	-5	-3	12
O=C(COC(=O)c1n[nH]c(=O)c2ccccc12)c1ccc(Br)cc1	11	0	-4.5	-2	1	-1	2
COc1ccccc1C(=O)COC(=O)CSCC(=O)Nc1cc(C)on1	5	-1	-0.1	4	2	4	-6
O=C(CSc1nc(N2CCOCC2)nc(N2CCOCC2)n1)Nc1ccccc1F	5	-1	0.1	-4	0	4	-10
O=C(NC(CO)(CO)CO)[C@@H]1CCCN1S(=O)(=O)c1cccc2cccnc12	15	0	-0.1	-8	-1	1	0
COC(=O)[C@@]12C[C@@H](CC(=O)NCC3CCCCC3)C(=O)N(Cc3ccccc3)C1=CCC(C)(C)C2	x	2	-0.1	x	x	0	x
C=C(C)C1CC=C(C)/C(=N/NC(=O)CCCNc2cccc(C)c2)C1 (configuration not stated)	x	-7	x	x	-1	0	-1
COC(=O)c1ccccc1NC(=O)Nc1cc(C(C)(C)C)on1	-2	-1	-0.1	8	-3	3	-5
CCOc1ccc(NC(=O)N2CCC(c3nc4ccccc4[nH]3)CC2)cc1	x	-11	x	x	x	1	-2
C[C@H]1CN([C@@H](C)CO)S(=O)(=O)c2ccc(-c3ccc(C(=O)N(C)C)cc3)cc2O[C@H]1CN(C)C(=O)C1CCOCC1	21	11	-0.3	0	3	-4	-2
Cc1cc(C)nc(SCC(=O)Nc2ncc(Cc3ccc(Cl)c(Cl)c3)s2)n1	x	5	1.4	12	1	4	-4
COC(=O)N/N=C/c1ccc(-c2ccc(Cl)c(Cl)c2)o1	x	-1	-0.4	x	-6	-3	u
Cc1ccc(P(=O)(OCCN2CCOCC2)C(C)(C)C)o1 (configuration not stated)	1	-23	x	4	1	-2	0
C[C@H](CO)N1C[C@H](C)[C@@H](CN(C)Cc2ccccc2)Oc2ccc(NS(=O)(=O)c3cccs3)cc2CC1=O	36	5	0.3	0	4	5	-6
CC(C)(C)OC(=O)C[C@@H]1C/C=C\C[C@@H](CC(=O)N(CCO)Cc2ccccc2)C(=O)N2CCC[C@H]2COC1=O	-9	-11	x	-6	-3	0	8
O=C(COC(=O)/C=C/c1ccc(C(F)(F)F)cc1)NC1CC1	0	-3	x	0	-1	3	10
Fc1ccc(-c2nc3ccccn3c2NCc2ccc3c(c2)OCO3)cc1	-1	3	x	6	x	5	-3
C[C@@H]1CCCCO[C@@H](CN(C)C(=O)Nc2ccc(C(F)(F)F)cc2)[C@@H](C)CN([C@H](C)CO)C(=O)c2cc(NC(=O)Cc3ccccc3)ccc2O1	x	x	0.0	5	x	x	u
Cc1ccc(NC(=S)NNC(=O)c2cccc([N+](=O)[O-])c2)cc1Cl	x	1	x	x	1	2	1
Cc1ccc(/C=N/NC(=O)c2ccncc2)cc1	-1	0	x	-2	-1	0	-3
Cc1cc(-c2cc(C(=O)NCc3ccccc3)on2)nc(NC2CCCC2)n1	-12	6	-0.8	4	x	-5	-6
CC1(C)CC(=O)C(C(=S)Nc2ccccc2)=C(NC2CC(C)(C)NC(C)(C)C2)C1	x	-8	x	x	-3	4	-4
COC(=O)c1cc(C(=O)Nc2cc(C)on2)cc([N+](=O)[O-])c1	-9	-9	x	-1	-2	-3	4
O=C(NCc1ccc(N2CCCC2=O)cc1)c1cccc(Cl)c1	x	-9	3.4	-2	-1	3	-3
COc1ccc(/C=C/C(=O)NC2CCS(=O)(=O)C2)cc1 (configuration not stated)	18	0	0.0	-1	-4	7	20
N#Cc1nc(-c2ccc(F)cc2)oc1N1CCN(C(=O)c2ccco2)CC1	11	-4	0.7	3	-4	-3	1
O=C(NC1CC2CCCC(C1)N2CC(=O)N1CCCc2ccccc21)C1CCCCC1 (configuration not stated)	-12	x	0.5	3	x	x	x
OCCNc1ncnc2c1sc1nc(N3CCOCC3)c3c(c12)CCC3	-24	0	-0.1	0	1	4	7
O=C1N/C(=C/c2ccc(N3CCCC3)cc2)C(=O)N1c1ccccc1	x	0	-1.8	-3	-3	4	2
Cc1cc(C)nc(Sc2ccc(/C=C(\C#N)C(N)=O)o2)n1	x	-4	x	-2	-1	0	0
Cc1cc(C)cc(C(O)c2ncc(-c3ccc(C(F)(F)F)cc3)[nH]2)c1 (configuration not stated)	x	-2	13	4	2	-1	2
O=[N+]([O-])c1ccccc1OCCCN1CCOCC1	x	2	x	x	0	0	1
Cc1c(N=Nc2ccc(N(C)C)cc2)c(=O)n(-c2ccccc2)n1C	x	-3	x	x	5	0	5

Going on with the list:
SMILES	C2C12 statin	S100A4 inh HTS	E-sel inducer	PglD inh	SIRT5 inh	ERp5 block	DENV2 CPE rescue
Cn1cc(C(=O)N/N=C/c2ccc3c(c2)OCO3)c2ccccc21	x	29	5.5	2	-4	-4	-2
CCN1CCN(S(=O)(=O)c2ccc(Cl)c(C(=O)Nc3cc(Cl)ccc3N3CCOCC3)c2)CC1	x	-11	x	5	-1	1	14
O=C(COc1ccc(Br)cc1)NCCCn1ccnc1	0	0	x	-8	-3	-8	2
CCCCn1c(N)c(N(CCC(C)C)C(=O)c2ccccc2-n2cnnn2)c(=O)[nH]c1=O	-3	1	24	-1	-2	-1	-3
Clc1ccc(SCNc2ccccc2Cl)cc1	24	5	1.2	-5	-3	-2	3
C[C@@H]1CN([C@@H](C)CO)C(=O)c2cccc(NC(=O)c3cnccn3)c2O[C@@H]1CN(C)S(=O)(=O)c1cn(C)cn1	x	4	0.0	2	-3	-6	15
CN(Cc1ccccc1)C(=O)[C@@H]1CCCN1	x	1	-0.1	x	5	5	19
CCC(=O)NNC(=O)CSc1nnc(-c2ccccc2)c(-c2ccccc2)n1	8	-3	0.0	-4	1	1	1
COC(=O)C[C@H]1CC[C@H](NC(=O)Nc2ccccc2OC)[C@@H](CO)O1	x	-1	0.0	x	-3	1	u
COc1cc(C(=O)NNC(=O)COc2ccc(Cl)cc2)ccc1OCC(=O)N1CCOCC1	0	-5	-0.5	4	-4	-1	-3
CO[C@@H]1CN(C)C(=O)c2cc(NC(=O)Cc3ccccc3)ccc2OC[C@@H](C)N(CC2CC2)C[C@H]1C	-20	12	0.0	0	5	0	-4
Cc1ccc(-c2noc(N=O)c2NO)cc1	x	4	0.3	1	3	3	1
CC(=O)NC1C(=O)N(CCN2CCOCC2)c2ccc(Br)cc21 (configuration not stated)	-8	-3	0.0	4	-1	1	1
O=C(COC(=O)c1cncc(Br)c1)NCC12CC3CC(CC(C3)C1)C2	-10	7	0.1	4	-2	2	-6
O=C(O)CCC(=O)Nc1ccc(Oc2ncnc3cc(Cl)ccc23)nc1	x	-2	0.8	-1	2	2	-4
O=C1C(=NO)CCCc2ccccc21	-5	2	0.2	6	0	9	5
CCOC(=O)N1CCN(C(=O)c2ccc(CS(=O)(=O)c3c(Cl)cccc3Cl)o2)CC1	-4	8	x	4	x	4	1
Cc1ccc(Nc2nnc(SCC(=O)NC3CCS(=O)(=O)C3)s2)c(C)c1 (configuration not stated)	x	1	1.1	x	-2	9	2

From PubChem
